LEDGF integ inh: blocks HIV-1 LEDGF/p75-dependent DNA integration; 0.64% of 370,000 active; TR-FRET IN-LEDGF/p75 DNA integration, Eu/Cy5; inhibition, % at 3.7 µM; AID 743269;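 active means inhibition above the screen-wide mean plus 3 SD, cut at about 13% in these data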;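 further: signal is the Cy5 over europium emission ratio at 671 and 618 nm; 0% = plate median of compound wells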
PG9 Ab binder: PG9 antibody binding by small molecule. TR-FRET gp120-PG9 antibody binding. inhibition, % at 6.7 µM. 0.43% of 360,000 active; in the data active means inhibition above about 8.5%
HTRA1 inh: HTRA1 (human) protease inhibition. inhibition, % at 5.96 µM. recombinant HTRA1, FP-rhodamine activity-based probe, fluorescence polarization. Q92743. 0.5% of 340,000 active; in the data active means inhibition above about 36%;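 further: 0% = enzyme with DMSO and 100% = wells lacking enzyme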
Target sequence (Q92743 whole entry, looked up): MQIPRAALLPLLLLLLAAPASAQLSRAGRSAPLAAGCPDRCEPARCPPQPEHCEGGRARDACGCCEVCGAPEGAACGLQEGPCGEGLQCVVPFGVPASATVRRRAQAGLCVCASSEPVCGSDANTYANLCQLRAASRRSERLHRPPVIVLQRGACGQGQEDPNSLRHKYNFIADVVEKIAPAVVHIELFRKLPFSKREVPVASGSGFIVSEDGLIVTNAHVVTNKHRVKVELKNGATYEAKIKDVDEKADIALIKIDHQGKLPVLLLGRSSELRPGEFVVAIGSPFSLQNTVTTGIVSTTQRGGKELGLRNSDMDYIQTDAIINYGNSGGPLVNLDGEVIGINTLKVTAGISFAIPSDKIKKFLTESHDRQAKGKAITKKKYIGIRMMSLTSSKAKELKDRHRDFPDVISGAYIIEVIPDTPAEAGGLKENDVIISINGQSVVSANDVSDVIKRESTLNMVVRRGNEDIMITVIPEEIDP
TDP2 inh: TDP2 (human) inhibition, absorbance primary screen | 0.34% of 370,000 active | recombinant TDP2, T5PNP hydrolysis, p-nitrophenol absorbance 415 nm | inhibition, % at 12.8 µM | AID 720702 | O95551;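 active means inhibition above the mean of all tested compounds plus 3 SD, set per campaign, cut at about 25% in these data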;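 further: 0% = DMSO with enzyme and 100% = buffer with substrate but no TDP2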
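System – recombinant human TDP2 · Amount – 120 nM TDP2 per well · Buffer or medium – Mg2+-containing Tris-HCl buffer, pH 7.5 · Reagent – T5PNP substrate, 5 mM · Dosing – 12.8 µM single point, 1% DMSO · Incubation – 2 h at 37 °C · Measured by – epi absorbance · Read-out basis – percent inhibition · Benchmarks – high control without enzyme, low control DMSO plus TDP2 · Repeats – singlicate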
mABHD4 FP: ABHD4 (mouse) inhibition, primary FP screen | Q8VD66 | AID 720543 | inhibition, % at 8.92 µM | purified mABHD4, FP-Rh probe fluorescence polarization | 0.54% of 370,000 active;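 active means inhibition exceeding the mean over every tested compound plus 3 SD, cut at about 30% in these data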;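 further: 0% = plate median of compound wells and 100% = S159A mutant with DMSO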
Target sequence (Q8VD66 whole entry, looked up): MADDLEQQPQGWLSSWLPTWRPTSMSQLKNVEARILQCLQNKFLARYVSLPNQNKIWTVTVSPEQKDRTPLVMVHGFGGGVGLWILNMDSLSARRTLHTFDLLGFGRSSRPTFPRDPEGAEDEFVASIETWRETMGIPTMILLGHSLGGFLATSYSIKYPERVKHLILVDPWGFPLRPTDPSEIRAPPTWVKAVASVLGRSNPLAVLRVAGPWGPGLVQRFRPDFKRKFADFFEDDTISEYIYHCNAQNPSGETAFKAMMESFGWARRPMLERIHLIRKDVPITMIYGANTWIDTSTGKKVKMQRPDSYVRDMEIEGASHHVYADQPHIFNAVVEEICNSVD
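Assay system: Wild-type mouse ABHD4 protein | Medium: HEPES pH 7.0 buffer, 150 mM NaCl, 0.01% Pluronic F-127 | Incubation: Enzyme–compound pre-incubation 45 min, then probe 60 min, both 25 °C | Technique: Fluorescence polarization with parallel and perpendicular emission, 525/598 nm | Evaluation: % inhibition of FP-Rh probe binding versus controls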
rCAG binder: binds r(CAG) RNA repeats; r(CAG) RNA repeat, TO-PRO-1 dye displacement fluorescence; inhibition, % at 3 µM; 1.3% of 370,000 active;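 active means inhibition above the plate cutoff, the mean of all test compounds on that plate plus 3 SD, cut at about 35% in these data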;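 further: 0% = DMSO alone and 100% = 100 µM mitoxantrone as full dye displacement; higher means more dye released from RNA so lower well fluorescence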
TCR CD3 inh: blocks the human TCR-CD3 interaction | TAMRA-labeled TCR probe fluorescence, biochemical | inhibition, % at 9.4 µM | 0.37% of 360,000 active; in the data active means inhibition above about 19%;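 further: recombinant mutant TCR 2C K166C tagged with TAMRA read by polarization; 0% = receptor in buffer alone and 100% = receptor with positive control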
Rev-erbA mod: Rev-erb alpha (human) modulation. P20393. Rev-erbα–FITC-DNA binding, fluorescence polarization, 90 min. activity, % at 10 µM. 0.79% of 370,000 active. AID 1259318;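 active means activity above about 14%, limit read from the data; passing the limit was not always enough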;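 further: 0% = DMSO wells with 35 nM protein and 100% = DMSO wells with 750 nM protein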
PRMT1 FP inh: inhibitors of human PRMT1 | 1.3% of 370,000 active | inhibition, % at 2.79 µM | Q99873 | recombinant PRMT1, activity-based probe fluorescence polarization | AID 652257;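 active means inhibition above about 21% made by adding two undisclosed values, limit read from the data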
SIAE primary: inhibitors of human sialic acid acetylesterase SIAE | Q9HAT2 | SIAE FP-Rh probe binding, fluorescence polarization | inhibition, % at 9.66 µM | 0.69% of 370,000 active | AID 1053197;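 active means inhibition above a cutoff: mean of compounds within the control limits plus 3 SD of those, cut at about 17% in these data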;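 further: 0% = plate median of compound wells and 100% = probe without SIAE protein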
* = called active by the depositor; . = no result given. Only part of the results is shown, so the mix of outcomes need not match the whole.

SMILES	LEDGF integ inh	PG9 Ab binder	HTRA1 inh	TDP2 inh	mABHD4 FP	rCAG binder	TCR CD3 inh	Rev-erbA mod	PRMT1 FP inh	SIAE primary
CCOC(=O)[C@@H]1CSCCS(=O)(=O)N1C(=O)[C@H](Cc1ccccc1)NC(=O)OC(C)(C)C	2	0.2	.	4	0	2	2	-8	0	3
CCCCCCNc1nc(NCc2ccco2)nc(OCC)n1	-2	0.8	-25	-3	7	-7	2	4	1	1
CC1CC(C)CN(c2oc(-c3ccccc3Cl)nc2C#N)C1 (stereo not given)	3	-0.7	-8	-9	0	-2	6	18*	-3	5
COc1ccc(OCCNC(=O)c2ccccc2OCC(=O)N2CCCCC2)cc1	4	-1.3	2	-6	-4	-2	7	1	-5	0
Cc1ccc(-c2ccc(OC(=O)c3ccc(=O)[nH]c3)c(C)c2)cc1	5	1.2	-11	-1	-12	-4	7	1	-1	1
CCc1ccc(C(=O)COC(=O)C2CCN(c3ccc(C(F)(F)F)cn3)CC2)cc1	1	-0.2	5	-15	-14	-4	-2	5	5	-6
CN(Cc1ccccc1N1CCCC1)C(=O)c1cc2ccccc2o1	-3	-0.4	-17	-7	1	6	3	-5	16	-3
O=C(COc1cccc2c1CCN(Cc1ccccc1)C2=O)N1CCCCC1	0	-1.0	3	-6	11	-7	9	8	0	-6
COc1ccc(-c2noc(CN(C)CCC3CCCCO3)n2)cc1 (stereo not given)	2	-1.5	8	16	0	-8	4	5	1	-3
CCCCn1cc(C(C)(C)C)c(C#N)c1NC(C)=O	-8	-2.8	4	-9	3	0	-2	-4	4	-1
CCOc1ccc(OCCSc2nc(C)cc(=O)[nH]2)cc1	-5	4.3	9	-9	-4	13	4	2	3	5
CC(=O)Nc1ccc(C(=O)NNC(=O)CCCCC(=O)NNC(=O)c2ccc(NC(C)=O)cc2)cc1	0	0.6	2	9	0	-1	4	3	-6	9
COc1cccc2c(N/N=C/c3ccco3)cc(C)nc12	-5	-3.8	1	-3	2	-2	-2	-3	4	4
CC(C)CC(COCc1ccc(F)cc1)N1CCN(C(=O)c2cccc(C(F)(F)F)c2)CCC1=O (stereo not given)	5	-0.3	-9	-7	-21	-1	-3	-4	0	0
O=C(NC(=S)Nc1ccc(Cl)cc1)c1ccccc1	-4	-2.0	-1	0	-10	-2	0	3	-2	-11
CC(C)N(C(=O)COC(=O)c1ccc(Cl)s1)c1ccccc1	7	-1.1	-1	0	-8	-1	2	1	-1	-7
COC(=O)C1=C(C)N(Cc2cccc(C(F)(F)F)c2)C(=NCc2ccc(OC)cc2)NC1c1cccc(F)c1 (stereo not given)	1	-0.6	.	-14	21	8	-5	1	2	-3
COc1cccc(NC(=O)C(=O)N/N=C/c2cc(C)n(-c3ccc(Cl)c(Cl)c3)c2C)c1	-2	-1.3	-21	6	-10	4	8	8	-1	-13
C[C@]12CC[C@@H]3c4ccc(O)cc4CC[C@H]3[C@@H]1CC[C@@H]2OC(=O)CCC(=O)O	7	1.5	-4	-10	-14	22	-2	6	-3	2
CCC(=O)NNc1nc2c(C)cccc2s1	-3	-0.4	-1	-6	10	0	-5	-5	4	11
C=C1CCN(Cc2ccccc2)S(=O)(=O)c2ccccc21	-4	-1.4	-13	-5	-8	4	-2	-1	3	-2
COc1ccccc1CCNC(=O)C(=O)NCC1CCCN1S(=O)(=O)c1ccccc1 (stereo not given)	1	1.7	6	-5	5	-2	-3	7	1	-1
O=C(CCn1c(=O)oc2ccccc21)N(Cc1ccccc1)c1ccccn1	-2	-0.1	14	-5	2	-6	-8	5	-1	4
COC(=O)c1sccc1NC(=O)c1ccco1	1	0.4	9	8	-1	-1	2	-4	1	-1
COC(=O)c1cc(NC(=O)c2cccc(F)c2)cc(C(=O)OC)c1	1	-1.5	-69	5	0	-5	-5	-2	3	-10

Part of the list above, set out differently.
Value order – LEDGF integ inh, PG9 Ab binder, HTRA1 inh, TDP2 inh, mABHD4 FP, rCAG binder, TCR CD3 inh, Rev-erbA mod, PRMT1 FP inh, SIAE primary
CCOc1ccc(OCCSc2nc(C)cc(=O)[nH]2)cc1
 : -5, 4.3, 9, -9, -4, 13, 4, 2, 3, 5
Cc1ccc(-c2ccc(OC(=O)c3ccc(=O)[nH]c3)c(C)c2)cc1
 : 5, 1.2, -11, -1, -12, -4, 7, 1, -1, 1

(further entries)
SMILES	LEDGF integ inh	PG9 Ab binder	HTRA1 inh	TDP2 inh	mABHD4 FP	rCAG binder	TCR CD3 inh	Rev-erbA mod	PRMT1 FP inh	SIAE primary
N/C(=N\O)c1ccncc1	3	-1.6	-5	9	7	0	7	-2	-1	6
O=C(CN1CCN(Cc2ccc(F)cc2Cl)C1=O)NCCCN1CCOCC1	2	2.0	-1	-2	2	3	2	0	-4	0
O=C(NC1CCCCCC1)C1CCC(CNS(=O)(=O)c2ccc(Br)s2)CC1 (stereo not given)	-1	-2.5	2	-3	3	-1	-2	-4	3	-3
O=C(NC(=S)Nc1ccc(Br)cn1)c1cccs1	19*	0.6	3	-2	6	14	27*	-3	0	-3
O=C(COC(=O)CNS(=O)(=O)c1ccc(F)c(F)c1F)NC1CCCC1	1	0.7	4	7	2	-4	-4	0	-3	-1
CCOc1ccc(C2=Nn3c(nnc3-c3ccccn3)SC2)cc1	2	-1.5	8	7	1	-5	-3	-3	-4	7
COc1ccc(F)cc1C(=O)C1CCCN(C(=O)CSc2ccccn2)C1 (stereo not given)	-6	-0.5	5	-2	-3	-7	-5	1	4	-3
Cn1c(N)c(C(=O)COC(=O)[C@H](Cc2ccccc2)N2C(=O)c3ccccc3C2=O)c(=O)n(C)c1=O	0	-0.8	-21	-3	-1	5	-1	-1	-1	-4
Nc1sc(-c2ccccc2)cc1C(=O)N/N=C/c1ccc(Cl)cc1	-2	-3.2	.	-8	11	23	-7	5	-3	15
O=C1CCCc2c1[nH]c1ccccc21	1	-1.5	6	0	8	9	-4	.	0	4
COC(=O)C1=C(N)Oc2cc(C)[nH]c(=O)c2C1c1cc(OC)c(OC)c(OC)c1 (stereo not given)	-3	-2.4	9	-2	-4	-3	5	-5	3	-1
COc1ccc(N=Nc2cc(C)ccc2O)cc1	-7	-0.2	7	-1	-4	3	-4	5	-2	0
O=S(c1cc(Cl)cc(Cl)c1O)c1cc(Cl)cc(Cl)c1O	2	-0.4	.	-1	-84	40*	-5	-1	1	3
Cc1nn(C)c(C)c1S(=O)(=O)N(CC(=O)Nc1ccc2c(c1)OCO2)c1ccc(C(C)C)cc1	-1	14*	-2	-4	0	1	-1	-5	-1	5
Cc1nc2ccc(NC(=S)N3CCC(C)CC3)cc2nc1C	-4	-2.5	-6	-5	-6	4	-1	-3	-3	0
O=C1CC(N(C(=O)c2ccco2)c2cccc(Cl)c2)C(=O)N1c1cccc(Cl)c1 (stereo not given)	-1	0.8	-22	-1	4	-4	-9	1	2	-6
Cc1ccc(NC(=O)C2CCN(c3nnc(-n4cccc4)s3)CC2)cc1C	8	.	.	-7	-6	12	.	4	-2	7
C[C@H]1CN([C@@H](C)CO)C(=O)CCCn2nncc2CO[C@@H]1CN(C)C(=O)c1ccc2ccn(C)c2c1	-6	0.3	3	-7	-2	6	-2	-5	6	2
CC(C)c1ccc(NC(=O)C2CCCN(S(=O)(=O)c3ccc4c(c3)C(C)(C)C(=O)N4C)C2)cc1 (stereo not given)	2	2.2	-17	-15	-14	8	-1	-3	0	-4
CCCCSc1cc(=O)[nH]c(N)n1	3	0.1	3	6	-7	2	4	-6	-6	-4
O=C(CCCOc1ccc(Cl)cc1)NCC1CCCO1 (stereo not given)	-2	-0.5	3	3	0	-3	1	-1	-3	-11
CCc1ccc(N(C(=O)c2csnn2)C(C(=O)NC2CCCCC2)c2cccnc2)cc1 (stereo not given)	0	-1.2	4	15	7	-9	-3	-1	1	-1
O=C(Nc1ccccc1N1CCCCC1)C1=COCCO1	-6	0.0	1	-2	-2	-1	0	2	3	6
Cc1cc(NC(=O)CCC(=O)N(c2cccc(F)c2)C(C(=O)NC2CCCC2)c2ccccc2)no1 (stereo not given)	-1	-0.8	-4	-2	2	-3	-1	10	-2	-6
Cc1ccc(NCC(=O)N/N=C/c2ccc(C(=O)O)cc2)cc1	-7	-3.6	3	0	1	7	-10	-8	0	-1

The list continues:
SMILES	LEDGF integ inh	PG9 Ab binder	HTRA1 inh	TDP2 inh	mABHD4 FP	rCAG binder	TCR CD3 inh	Rev-erbA mod	PRMT1 FP inh	SIAE primary
O=C(NCc1ccccc1)C1CCCN(S(=O)(=O)c2ccc(-n3cnnn3)cc2)C1 (stereo not given)	-2	-1.5	-3	-5	-3	4	-5	0	4	-8
C#CCOCCOCCOCCNc1nc(N2CCN(C(=O)[C@H]([C@@H](C)CC)n3cc([C@@H](N)CO)nn3)CC2)nc(N2CCN(C(=O)[C@H](CCCCN)n3cc([C@@H](N)CC(C)C)nn3)CC2)n1	0	-0.8	.	7	3	9	2	-7	-1	6
CCOC(=O)C1C(=O)CC(=O)CC1CC(C)SCC (stereo not given)	5	-2.2	-6	-2	-10	18	1	8	0	-7
COc1cccc(-c2noc(CCC(=O)NC3CCCC3)n2)c1	-1	0.8	2	-10	3	-5	1	-6	-2	-3
COc1ccc(OC)c(-n2cnnn2)c1	5	2.0	7	-3	-6	1	-8	1	2	-3
COc1ccc(NC(=O)C2(C)Cc3c(-c4ccc(N(C)C)cc4)ccnc3O2)cc1OC (stereo not given)	4	2.1	.	-16	2	3	-10	5	-2	0
CN(C(=O)c1ccc(-c2nn(C)c(=O)c3ccccc23)cc1)c1ccccc1	-1	0.7	0	9	2	-4	4	-6	0	3
COc1ccc(C(=O)N/N=C(\CCC(=O)O)c2ccc(C(C)(C)C)cc2)cc1OC	-2	4.1	-1	8	-1	0	0	-1	7	-8
COCCn1nnnc1C(c1ccccc1)N1CCN(Cc2ccc3c(c2)OCO3)CC1 (stereo not given)	1	-1.4	-8	-9	5	-6	1	4	0	1
c1coc(CNCCCN2CCOCC2)c1	-3	-0.8	3	1	-9	-4	3	1	3	-2
CCOc1ccc(NC(=O)Nc2ccc3c(c2)nnn3C)cc1	2	-1.1	0	7	0	1	1	4	-4	6
Cc1ccsc1C(=O)NCc1ccc(Cl)cc1	0	-1.4	.	5	-8	-4	-1	-6	-1	9
CCN(C(=O)Nc1ccccc1)c1ccccc1	0	-1.7	3	-6	-1	0	7	-3	1	3
CNS(=O)(=O)c1cccc(C(=O)OCC(=O)N2CCN(C(=O)c3ccco3)CC2)c1	-2	0.8	-4	4	6	0	-3	-3	1	-3
CCCCN(C=O)c1c(CC)nc2c(OCc3ccccc3C(=O)OC)cccn12	1	-1.6	.	-3	1	-2	5	3	-1	6
COc1ccc(OC)c(N2C(=O)CC(Cc3ccc(C)cc3)C2=O)c1 (stereo not given)	-3	0.2	-3	-3	5	-7	-5	-2	-1	-6
COc1ccc(NC(=O)c2cccc(-c3ccc(O)cc3)c2)cn1	5	-1.4	-19	-9	-6	-50	-5	6	41*	-8

Only rCAG binder, TDP2 inh and TCR CD3 inh, for 2 of the compounds above:
canonical_smiles,rCAG binder,TDP2 inh,TCR CD3 inh
COc1cccc(-c2noc(CCC(=O)NC3CCCC3)n2)c1,-5,-10,1
CCCCN(C=O)c1c(CC)nc2c(OCc3ccccc3C(=O)OC)cccn12,-2,-3,5

Assay outcomes from PubChem.
